From PubChem BioAssay
CRFR2-BP ag = CRF-BP/CRF-R2 complex agonism; HEK293 CRF-R2/CRF-BP, calcium dye fluorescence (FLIPR); percent of saturating CRF peptide response; activation, % at 13.2 µM; actives 0.46% (n = 350,000); AID 588473;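 active = activation of at least 50%, plus an integration ratio under a set limit after plate pattern correction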;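 also: plate controls were neutral control wells without compound for no effect and CRF at EC100 for full effect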
M5 PAM = CHRM5 positive allosteric modulation | P08912 | CHO-K1 hM5, Fluo-8 calcium, ACh EC20 PAM; 0% = ACh EC20, 100% = ACh EC100 | activation, % at 3 µM | actives 0.3% (n = 360,000);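 active = activation above the run cutoff, the mean activation of all test compounds plus 3 SD, cut at about 18% in these data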
Target sequence (P08912 whole entry, looked up): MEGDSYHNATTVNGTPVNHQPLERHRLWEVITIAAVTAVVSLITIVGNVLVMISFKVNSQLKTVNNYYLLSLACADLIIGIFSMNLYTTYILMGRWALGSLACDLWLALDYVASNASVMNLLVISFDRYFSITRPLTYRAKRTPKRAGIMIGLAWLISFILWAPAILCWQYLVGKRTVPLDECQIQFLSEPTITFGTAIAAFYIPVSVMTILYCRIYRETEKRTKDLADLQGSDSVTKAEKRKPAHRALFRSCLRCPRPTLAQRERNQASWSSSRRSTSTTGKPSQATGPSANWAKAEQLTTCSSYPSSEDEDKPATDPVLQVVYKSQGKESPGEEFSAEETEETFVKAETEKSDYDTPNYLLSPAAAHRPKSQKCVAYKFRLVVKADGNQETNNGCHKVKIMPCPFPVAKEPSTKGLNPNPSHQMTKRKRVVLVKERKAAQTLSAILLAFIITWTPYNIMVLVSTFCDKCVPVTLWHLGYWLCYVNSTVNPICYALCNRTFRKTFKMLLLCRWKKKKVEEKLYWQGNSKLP
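Test system: CHO-K1 hM5 cells / Doses: single-point, 3 µM nominal / Times: Post-acetylcholine fluorescence recording 140 s / Technique: Fluo-8 calcium fluorescence / Measure: Max/basal fluorescence ratio as % of EC20–EC100 ACh window / Benchmarks: low control EC20 acetylcholine (0%), high control EC100 acetylcholine (100%) / Replicates: one well per compound, no replicates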
M5 antag = antagonists of human muscarinic M5 receptor (CHRM5); actives 0.59% (n = 360,000); P08912; CHO-hM5 cells, Fluo-8 calcium fluorescence, ACh EC80; AID 624040; inhibition, % at 3 µM;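 active = inhibition above a per-plate cutoff, the mean of that plate's test compounds plus 3 SD, cut at about 27% in these data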;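 also: 0% = acetylcholine EC80 with DMSO and 100% = DMSO without agonist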
M4 ag = CHRM4 agonism in calcium assay | P08173 | CHO-K1 hM4/Gqi5, Fluo-8 calcium fluorescence; vehicle 0%, full acetylcholine response 100% | activation, % at 3 µM | actives 0.14% (n = 360,000);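 active = activation above the run mean over all test wells plus 3 SD, cut at about 32% in these data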;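 also: peak over basal fluorescence ratio per well then scaled between controls; 0% = DMSO wells and 100% = acetylcholine at EC100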
M4 antag = CHRM4 antagonism in calcium assay | P08173 | CHO-hM4 cells, ACh EC80, Fluo-8 calcium fluorescence | inhibition, % at 3 µM | actives 0.73% (n = 360,000) | AID 624125;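 active = inhibition above its plate's cutoff, the mean inhibition of sample wells plus 3 SD, cut at about 27% in these data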;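 also: 0% = acetylcholine EC80 with DMSO and 100% = DMSO without agonist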
CHRM5 agonist = CHRM5 agonism in calcium assay; CHO-K1 hM5 cells, Fluo-8 calcium fluorescence; 0% DMSO wells, 100% maximal acetylcholine response; activation, % at 3 µM; actives 0.19% (n = 360,000);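 active = activation above the run's mean over test compounds plus 3 SD, cut at about 23% in these data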;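 also: signal is peak over basal fluorescence ratio across the kinetic read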
CHRM1 PAM = human CHRM1 positive allosteric modulation; actives 0.088% (n = 360,000); CHO-K1 hM1, Fluo-8 calcium fluorescence, ACh EC20; 0% = ACh EC20, 100% = maximal ACh; activation, % at 3 µM; P11229; in the data active = activation above about 19%, passing the limit was not always enough
Target sequence (P11229 whole entry, looked up): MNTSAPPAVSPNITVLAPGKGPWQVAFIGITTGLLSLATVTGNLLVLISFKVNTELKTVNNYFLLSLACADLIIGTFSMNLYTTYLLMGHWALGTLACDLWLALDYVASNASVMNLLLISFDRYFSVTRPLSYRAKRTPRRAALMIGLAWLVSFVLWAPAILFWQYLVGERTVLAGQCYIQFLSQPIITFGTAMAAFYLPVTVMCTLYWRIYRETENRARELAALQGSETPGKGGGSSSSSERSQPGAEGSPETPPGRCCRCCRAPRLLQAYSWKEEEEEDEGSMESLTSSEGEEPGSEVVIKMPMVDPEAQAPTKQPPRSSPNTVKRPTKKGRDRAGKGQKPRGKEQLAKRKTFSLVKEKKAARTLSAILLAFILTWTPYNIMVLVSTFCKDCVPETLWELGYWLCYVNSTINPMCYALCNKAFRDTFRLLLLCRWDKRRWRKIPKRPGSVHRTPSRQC
M1 antag = human CHRM1 antagonism; P11229; CHO-K1 hM1, Fluo-8 calcium fluorescence, ACh EC80 antagonist; inhibition, % at 3 µM; actives 1.3% (n = 360,000); AID 588852;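 active = percent inhibition above its own plate's cutoff, namely the mean of that plate's compound wells plus 3 SD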;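 also: peak over basal fluorescence ratio during 140 s after agonist addition; 0% = ACh EC80 plus DMSO and 100% = DMSO alone without agonist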
M4 PAM = positive allosteric modulators of human muscarinic M4 receptor; activation, % at 3 µM; CHO-K1 hM4/Gqi5, Fluo-8 calcium fluorescence, ACh EC20; 0% = ACh EC20, 100% = maximal ACh; actives 0.4% (n = 360,000); P08173;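 active = activation above its plate's cutoff, the mean activation of sample wells plus 3 SD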; also: some results filed as inactive read as strong as hits
* = called active by the depositor; . = not tested or not shown. Compounds as they come. Share with any hit: about 2.8%.

#	smiles	CRFR2-BP ag	M5 PAM	M5 antag	M4 ag	M4 antag	CHRM5 agonist	CHRM1 PAM	M1 antag	M4 PAM
1	O=C(Nc1cccc(Cl)c1)Nc1nnc([C@H]2C[C@H](O)[C@@H](CO)O2)s1	.	1.6	-2.7	0.4	-3.5	0.9	8.6	-16.4	2.0
2	O=C1c2cccc3cccc(c23)C(=O)N1CCCn1ccnc1	0.6	2.9	13.5	0.6	8.4	-2.5	3.7	-1.2	-0.4
3	CCOC(=O)c1ccc(N2C(=O)c3n[nH]c(-c4ccco4)c3C2c2cccc([N+](=O)[O-])c2)cc1 (stereo not drawn)	6.0	-7.1	6.6	5.5	2.5	-0.8	5.0	0.2	-4.3
4	COc1ccccc1N(C(=O)c1ccco1)C(C(=O)NC1CCCC1)c1cccs1 (stereo not drawn)	-0.1	6.6	6.8	0.7	4.5	-2.7	10.4	-3.5	-1.3
5	O=C(CP(=O)(c1ccccc1)c1ccccc1)N/N=C/c1cc(Br)cc(Br)c1O	-1.9	-1.4	-6.3	1.0	-10.2	-2.6	4.9	-8.3	-0.5
6	O=C(CSc1nnc2ccccn12)Nc1ccc2c(c1)OCCO2	-0.2	-7.0	6.2	2.2	-3.1	-3.3	8.0	2.3	3.5
7	CCOC(=O)Nc1ccccc1C(=O)Nc1cc(C)cc(C)c1	-2.5	-15.4	15.6	7.7	4.0	-11.0	-8.9	20.2	-11.2
8	O=c1[nH]c(CSc2ncccn2)nc2c1cnn2-c1ccccc1	-1.0	-4.7	2.9	3.5	6.8	1.4	0.1	7.1	-9.5
9	CC(CCc1ccco1)NC(=O)Cn1nc(Cc2ccncc2)c2ccccc2c1=O (stereo not drawn)	9.3	-5.5	-1.3	2.5	-19.7	-0.1	4.0	-11.4	0.8
10	COCCNC(=O)c1sc2nc(-c3ccccc3)cn2c1C	-1.3	-2.4	1.4	2.6	5.6	-0.8	8.1	-1.1	7.6
11	CC(=O)Nc1ccccc1-c1nnc(SCc2ccccc2Cl)[nH]c1=O	-0.1	-4.5	2.4	-0.7	11.7	-0.2	-2.2	14.9	-1.5
12	CCOC(=O)N1CCN(C(=O)COc2ccccc2[N+](=O)[O-])CC1	0.9	1.8	4.0	0.9	-0.4	-1.4	5.7	-7.0	11.4
13	Cc1ccc(C(=O)COC(=O)CNS(=O)(=O)c2ccccc2)cc1[N+](=O)[O-]	-2.1	-5.6	0.1	1.1	10.4	-0.5	-6.8	-19.8	-6.8
14	FCCCOc1ccc(/C=N/OCc2ccc(Cl)cc2)cc1	2.8	-5.6	-7.1	0.5	-8.7	-1.3	-0.6	-42.0	5.5
15	CC(C)C(C(=O)Nc1ccc2c(c1)OCCOCCOCCOCCO2)N1C(=O)c2ccccc2C1=O (stereo not drawn)	-1.3	2.6	0.6	0.0	-2.4	-2.2	-1.3	-1.1	1.4
16	Cc1oc(-c2ccccc2)nc1CC(=O)O	2.0	0.8	-9.9	1.4	-3.0	-1.5	0.6	-12.9	4.4
17	CC(C)(C)CC(=O)Nc1nnc(SCC(=O)N2CCCCC2)s1	-0.4	-6.5	7.0	2.0	-2.1	-0.5	8.0	-15.5	0.6
18	COc1cccc(NC(=O)C(C)OC(=O)c2n[nH]c3ccccc23)c1 (stereo not drawn)	-1.2	-3.5	2.8	7.5	-4.4	-0.6	8.5	-5.8	0.5
19	Cc1cc(C)c(S(=O)(=O)NCC(=O)NCc2ccco2)c(C)c1	-1.6	-8.2	1.8	1.6	-2.7	-3.5	-4.7	1.0	3.9
20	Cc1ccc(S(=O)(=O)N2CCOCC2)cc1C(=O)Nc1ccc(S(=O)(=O)Nc2nccs2)cc1	-2.6	3.8	-0.4	0.0	-2.9	1.0	6.9	-10.6	-6.2
21	Cc1ccc(-c2csc3ncn(/N=C/N(C)C)c(=O)c23)o1	0.3	4.5	-4.5	0.4	0.3	-3.9	4.6	-5.4	-1.6
22	COc1ccc(N2CCN(C(=O)CNC(=O)Cc3ccc(Cl)cc3)CC2)cc1	-1.9	-0.7	3.6	3.1	5.1	0.3	2.3	-4.9	-4.5
23	CC(=O)Nc1ccc(C(=O)NNC(=O)c2ccc(Cl)cc2)cc1	-1.5	4.3	2.3	0.3	2.9	1.8	13.4	-12.8	3.6
24	CCC(=O)N1CCN(c2ccccc2NC(=O)COc2ccc(C(C)C)cc2)CC1	0.9	-5.2	15.4	11.4	9.1	4.6	-0.3	6.3	-10.3
25	CCOc1cccc(=O)c2c(C)n(Cc3ccco3)c(C)c12	0.3	6.8	-3.1	0.2	-5.2	-0.1	8.0	-6.8	6.3
26	O=S(=O)(Nc1ccc2c(c1)OCCO2)c1cccc2nsnc12	-5.7	-14.3	11.1	1.5	6.4	-11.4	-21.8	40.9	-6.5
27	COc1cccc(-c2csc(N3CCN(C(=S)Nc4ccccc4)CC3)n2)c1	-1.4	-8.8	-3.2	9.9	4.6	1.2	-2.1	4.0	-3.1
28	OC(COCc1ccccc1)Cn1cnc2ccccc21 (stereo not drawn)	-2.0	-3.3	2.2	0.5	9.0	4.8	6.4	2.2	-0.8
29	CC(C)[C@H](N)C(=O)NC[C@H]1O[C@@H](n2cnc3c(N)ncnc32)[C@H](O)[C@@H]1O	2.0	1.0	3.7	0.0	1.1	-0.4	4.7	-5.5	-3.5
30	CC(NC(N)=O)C(=O)OCC(=O)c1ccc(-c2ccccc2)cc1 (stereo not drawn)	-0.9	-1.3	4.8	0.0	-0.9	-1.0	-1.2	4.1	-4.2
31	O=C(CNCC1(N2CCOCC2)CCCCC1)Nc1ccc(Cl)cc1	-1.8	18.3*	10.3	1.5	11.0	2.1	1.5	1.7	11.6
32	C(=N\Nc1nc2ccccc2[nH]1)/c1ccccn1	-0.7	-5.1	-4.2	0.4	-3.2	-1.2	9.2	-6.7	4.0
33	Cn1c(=O)oc2cc(S(=O)(=O)Nc3ccccc3F)ccc21	0.3	0.4	3.2	1.8	5.1	-8.4	12.6	-14.9	3.0
34	CC1(C)CC(=O)C(C2C3=C(CC(C)(C)CC3=O)Oc3c(Br)cc(Br)cc32)=C(O)C1 (stereo not drawn)	82.4*	1.6	-7.9	0.4	1.4	8.2	4.6	-8.8	-1.9
35	CCOC(=O)c1cc(C)sc1/N=C/C1=C(O)CCCC1=O	-0.1	5.8	-8.6	0.3	6.3	-3.6	-0.5	-7.5	-0.1
36	O=C(O/N=C1\CCCc2ccccc21)c1cccs1	-1.3	5.3	5.0	-0.2	-4.1	-7.4	6.5	-5.1	2.6
37	O=S(=O)(NCCn1ccc2ccccc21)c1ccccc1	0.2	-4.0	2.5	2.3	-2.0	1.6	4.1	-4.4	-0.7
38	CCOc1ccc(NC(=O)c2ccco2)cc1	-1.3	-0.7	2.6	0.7	7.7	0.4	-0.5	-1.2	0.6
39	Cc1cc(C)c(S(=O)(=O)N2CCCOC2CNC(=O)C(=O)NCc2ccco2)c(C)c1 (stereo not drawn)	-1.3	-4.3	6.3	-0.1	12.9	1.3	-0.2	-0.1	-1.3
40	O=C(COC(=O)c1ccc(F)cc1F)NCc1ccc2c(c1)OCO2	1.3	-9.1	17.1	1.1	-1.6	1.5	6.0	-9.1	0.5
41	Cc1n[nH]c(C)c1S(=O)(=O)N1CCN(S(=O)(=O)c2ccccc2C#N)CC1	-1.6	0.2	-0.2	0.1	2.5	-3.8	12.0	3.7	2.8
42	O=C(Nc1ccc(S(=O)(=O)NCc2ccccc2)cc1)C1CCCCC1	-0.8	-6.4	0.9	11.9	-13.0	2.4	10.9	-0.5	-4.2
43	CCN(CC(=O)NCc1cccs1)C(=O)Cc1ccc(C)c(C)c1	0.0	-2.5	14.1	-0.9	3.4	1.7	-1.4	5.7	-2.4
44	O=C(NCc1ccccc1)C12CC3CC(CC(Br)(C3)C1)C2	1.0	-3.7	18.6	-0.4	-2.4	-3.3	2.9	-8.0	4.4
45	Cc1ccc(S(=O)(=O)N(C)C)cc1NC(=O)COC(=O)c1ccc2c(c1)OCO2	-3.5	-4.2	3.3	4.0	-6.2	1.4	7.8	-6.4	9.5
46	COc1ccc(/C=C2/SC(=S)N(CCCC(=O)Nc3cccc(O)c3)C2=O)cc1	-1.0	-3.2	20.4	7.0	-1.5	2.1	14.1	1.4	-6.7
47	CC1CCN(C(=O)COC(=O)c2cc(=O)[nH]c3ccccc23)CC1	-1.4	6.7	-5.0	1.8	-0.6	1.2	12.1	-14.7	10.7
48	COc1ccc(C(=O)NCCN2C(=O)S/C(=C\c3cccnc3)C2=O)c(OC)c1OC	1.5	-4.4	-2.2	6.7	3.2	3.8	-3.1	4.2	-7.0
49	CC(=O)c1cccc(-n2nnnc2SCC(=O)Nc2cccc(NC(=O)c3ccco3)c2)c1	0.0	-4.5	0.6	7.5	-3.2	2.5	-0.3	-11.2	-8.3
50	NNC(=O)c1cnn(-c2ccccc2)c1-n1cccc1	-0.8	3.7	3.2	1.1	-12.6	4.3	2.6	-2.5	12.3

Later entries
#	smiles	CRFR2-BP ag	M5 PAM	M5 antag	M4 ag	M4 antag	CHRM5 agonist	CHRM1 PAM	M1 antag	M4 PAM
51	CC(C(=O)Nc1ccc(S(=O)(=O)N2CCCC2)cc1)N(C)Cc1ccc(F)cc1 (stereo not drawn)	0.4	-10.4	-0.3	1.2	-3.1	-11.8	-26.5	53.5*	-12.0
52	O=C(COC(=O)c1cccc(O)c1)NC(=O)Cc1ccccc1	-0.1	7.6	-7.5	2.1	12.1	1.5	3.0	4.0	-4.0
53	CCOC(=O)CN1C(=N)N(c2nc(NC(C)C)nc(NC(C)C)n2)CC1=O	-1.0	-6.3	7.0	-1.0	-21.6	-2.0	-3.1	2.1	20.7
54	COc1ccc2oc(=O)c(C(=O)Nc3ccccc3C)cc2c1	-0.8	0.6	-1.8	1.2	10.9	6.0	8.7	-13.4	-0.3
55	COc1cccc(C2NC(=O)NC(C)=C2C(=O)Nc2cccc(C)c2C)c1 (stereo not drawn)	1.9	-4.1	7.5	1.5	5.9	-5.2	6.5	0.1	1.2
